Screening data from PubChem BioAssay.
p53null 39C tox – kills p53 null cells at the nonpermissive temperature. H1299 p53-null (neo) cells, 39C, ATPlite viability, 24 h. Potency, µM (titrated, usually from 46.1 µM), inactives show top-dose activity, negative = cell killing, actives largely listed as cytotoxic. hit rate 0.97% among 55,000;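 note: potency is the fitted concentration of half-maximal effect; 0% = DMSO only and -100% = full killing by 100 µM tamoxifen; nearly all actives have a fitted effect of over 50% in size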
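H1299 lung cancer cells, p53-null (H1299-neo) or expressing p53 A138V (H1299-p53A138V), were plated overnight at 37C, then exposed to compounds at up to 46 uM for 24 hr at 39C. Viability was read by ATP-based luminescence.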
FH mod – Identification of activators of human fumarate hydratase by quantitative high-throughput screening. AID 1347055, 2019. Fumarate hydratase, mitochondrial (Homo sapiens), P07954. Potency, µM (series often up to 79.9 µM), without a hit: at the top dose activity change, negative = inhibition, hits mostly inhibitors. hit rate 0.22% among 54,000. FH coupled MDH/diaphorase resazurin fluorescence, 15 min; note: potency is the fitted concentration of half-maximal effect; % is set by controls: 0 for no effect and ±100 for the full control effect; the screen sought activators but most active calls are inhibition curves; nearly all actives have a fitted effect of over 45% in size
Target sequence (P07954 whole entry, looked up): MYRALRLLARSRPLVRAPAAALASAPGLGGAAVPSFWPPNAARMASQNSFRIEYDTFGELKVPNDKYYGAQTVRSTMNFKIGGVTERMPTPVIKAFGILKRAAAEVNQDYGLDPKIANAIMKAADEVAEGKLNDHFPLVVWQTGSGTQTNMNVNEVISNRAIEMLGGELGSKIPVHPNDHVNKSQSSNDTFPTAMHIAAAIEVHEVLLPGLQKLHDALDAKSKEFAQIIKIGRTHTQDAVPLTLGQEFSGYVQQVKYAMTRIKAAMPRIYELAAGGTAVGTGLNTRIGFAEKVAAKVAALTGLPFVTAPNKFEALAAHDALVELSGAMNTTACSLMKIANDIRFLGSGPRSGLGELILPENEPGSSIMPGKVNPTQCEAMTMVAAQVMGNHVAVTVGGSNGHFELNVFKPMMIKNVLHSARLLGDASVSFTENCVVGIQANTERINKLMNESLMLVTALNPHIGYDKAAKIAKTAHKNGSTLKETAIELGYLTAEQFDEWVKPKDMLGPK
p53null 32C kill – selectivity test: cytotoxicity in p53 null cells, permissive temperature; AID 903; hit rate 0.62% among 55,000; H1299-neo p53 null cells, ATP luminescence, 24 h, 32C; Potency, µM (highest dose often 46.1 µM), for inactives: at the highest dose activity change, negative = cytotoxicity, usual class: cytotoxic;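 note: potency is the fitted concentration of half-maximal effect; 0% = DMSO only and -100% = full killing by 100 µM tamoxifen; nearly all actives have a fitted effect of over 55% in size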
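H1299-neo, 600 cells/well; overnight 37C; cpd up to 46 uM, 24 h at 32C; ATPlite luminescence after 20 min RT; normalized to DMSO (0%) and tamoxifen 100 uM (100% kill); Hill-fit AC50.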
GALK inh – GALK (human) enzyme inhibition; P51570; recombinant GALK, Kinase-Glo ATP luminescence, 1 h; Potency, µM (highest dose often 57.5 µM), for inactives: at the highest dose activity, negative = inhibition, most hits filed as inhibitors; 44,000 tested, under 10 active; AID 1347072;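 note: plate controls were full GALK reaction for no effect and reaction lacking GALK for full effect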
Target sequence (P51570 whole entry, looked up): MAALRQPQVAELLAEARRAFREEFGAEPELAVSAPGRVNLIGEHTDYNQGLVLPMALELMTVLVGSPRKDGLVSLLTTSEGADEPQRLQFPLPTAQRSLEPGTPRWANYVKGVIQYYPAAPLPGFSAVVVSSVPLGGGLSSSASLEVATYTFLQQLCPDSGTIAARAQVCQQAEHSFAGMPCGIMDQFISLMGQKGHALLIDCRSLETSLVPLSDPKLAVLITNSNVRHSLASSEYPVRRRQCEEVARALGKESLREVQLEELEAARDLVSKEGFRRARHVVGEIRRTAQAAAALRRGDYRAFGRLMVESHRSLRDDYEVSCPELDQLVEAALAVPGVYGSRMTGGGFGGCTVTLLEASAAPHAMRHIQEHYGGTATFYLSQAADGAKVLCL
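Reactions with and without enzyme served as controls. GALK at 5 nM phosphorylates 100 uM galactose using 35 uM ATP (HEPES pH 8.0, Mg2+) for 1 h at RT, with luminescence read 10 min after adding Kinase-Glo Plus.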
NTMT1 inhibitor – NTMT1 methyltransferase inhibition | AID 1645870 | Q9BV86 | Potency, µM (series often up to 114 µM), inactives show at the top dose activity change, negative = inhibition, actives largely listed as inhibitors | NTMT1 MTase-Glo SAH luminescence, purified enzyme | hit rate 2.5% among 59,000;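 note: potency is the fitted concentration of half-maximal effect; plate controls were DMSO vehicle for no effect and no enzyme for full effect; nearly all actives have a fitted effect of over 65% in size; many of its hits are not listed in these tables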
B2AR arrestin ag – ADRB2 beta-arrestin recruitment; AID 1347077; HTLA Tango cells, beta-arrestin recruitment, luciferase luminescence, 18 h; 44,000 tested, under 10 active; P07550; Potency, µM (series often up to 46.1 µM), for inactives: at the top dose activation, most hits filed as activators;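 note: potency is the fitted concentration of half-maximal effect; 0% = DMSO and full agonism = EC100 isoproterenol or metaproterenol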
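Ligand-induced beta-arrestin recruitment to recombinant beta2-AR is measured via a tTA-driven luciferase reporter in Tango cells after 18 hr compound exposure at 37 degrees C. Concentrations span up to 46 microM.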
TSG101-PTAP inh – TSG101-PTAP interaction inhibition, HIV-1 budding | Q99816 | Fluorescence polarization, FITC-PTAP peptide/Tsg101, 20 min | Potency, µM (top dose mostly 115 µM), for the others: at the highest dose activity change, negative = inhibition, most hits filed as inhibitors | 44,000 tested, under 10 active; note: potency is the fitted concentration of half-maximal effect; 0% is about no effect
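The Tsg101 binding domain, at 10 uM final, is mixed with compound and a FITC peptide bearing the PTAP motif (50 nM final). After 20 min at r.t., polarization is measured; actives defined by CRC class, efficacy cut-off 60% inhibition.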
The depositor's hits bear a star; ? = inconclusive; nt = not tested or not shown; [ ] = another dose, or the depositor's remark. Calls come from the whole dose curve; as a rule, active = well fitted curve in the direction sought with a large enough effect; inconclusive = small, poorly fitted or top-dose-only effect, or another doubt; inactive = no such curve, though single readings can be large; an effect the other way counts as inactive or inconclusive.

SMILES	p53null 39C tox	FH mod	p53null 32C kill	GALK inh	NTMT1 inhibitor	B2AR arrestin ag	TSG101-PTAP inh
Cc1cc(C)c(/C=C/c2onc(C)c2S(=O)(=O)N2CCC(C(=O)NCc3ccccc3Cl)CC2)c(C)c1	?	-13%	-4%	0%	-3%	-1%	-1%
CCc1ccc(-n2nc(C)c3c(C)cc(=O)n(Cc4nc(-c5ccccc5)oc4C)c32)cc1	29%	-25%	-3%	0%	-3%	2%	-1%
Cc1ccc(NC2=CC(c3ccccc3F)N(c3ccc(C)cc3)C2=O)cc1 (configuration not stated)	-10%	-13%	15%	0%	-8%	1%	-4%
Cc1ccc2c(c1)sc1nc(=O)n(-c3cccc(Cl)c3)c(=O)n12	-8%	-2%	0%	-1%	-19%	6%	-4%
COC(=O)CN1C(=O)CSc2ccc(S(=O)(=O)Nc3cccc(C)c3)cc21	0%	nt	-2%	1%	nt	1%	2%
Cc1cn2c(=O)cc(COC(=O)COc3ccc(C)c(C)c3)nc2s1	-10%	-7%	1%	0%	-4%	0%	0%
CCc1ccc(C2c3c(oc4cc(C)c(C)cc4c3=O)C(=O)N2c2nc(C)c(C(=O)OC)s2)cc1 (configuration not stated)	-9%	-26%	-3%	3%	1%	0%	-1%
COc1ccccc1N1CCN(S(=O)(=O)c2ccc(-c3cc(C(F)(F)F)on3)s2)CC1	0%	-15%	-7%	0%	10%	0%	-1%
N#C/C(=C/c1ccccc1Cl)c1nc(-c2cc3ccccc3oc2=O)cs1	-8%	5%	7%	-3%	-5%	0%	1%
COc1ccc(NC(=O)C2(S(=O)(=O)c3ccc(C)cc3)CC2)c(OC)c1	-15%	?	15%	4%	-9%	0%	0%
CC(C)(C)OC(=O)N1CCC(N2CCN(Cc3ccccc3)C(=O)C2=O)CC1	1%	-21%	-3%	-2%	3%	1%	-2%
COC(=O)c1ccc(NC(=O)CC2C(=O)N(c3cccc(OC)c3)C(=O)N2Cc2cccc(OC)c2)cc1 (configuration not stated)	0%	nt	-2%	0%	nt	1%	0%
Cc1cccc(CS(=O)(=O)Cc2ccc(C(=O)NCc3ccc(Cl)cc3)o2)c1	8%	8%	26%	-3%	8%	-1%	-1%
Oc1c(C(c2ccccc2Cl)N2CCOCC2)sc2nc(-c3ccco3)nn12 (configuration not stated)	12%	-8%	-7%	-9%	4%	-4%	-7%
O=C(CSc1nc(=O)n(Cc2ccco2)c2c1CCC2)NCc1ccccc1	-8%	-3%	21%	3%	8%	1%	-7%
Cc1nn2c(C)c(C(=O)NC(C)(C)C)cnc2c1-c1ccc(F)cc1	-8%	-6%	-17%	0%	0%	0%	-1%
COc1cc2nc(NCCc3cccc(C)c3)n3nc(-c4ccccc4)nc3c2cc1OC	6%	?	0%	3%	9%	0%	0%
O=C(Nc1nc2n(n1)C(c1ccc(Cl)cc1)C=C(c1ccccc1)N2)c1ccco1 (configuration not stated)	-4%	0%	-2%	1%	?	-1%	-1%
Cc1cccc(-n2nnnc2S(C)(=O)=O)c1	22%	-5%	14µM*	0%	1%	-1%	-4%
COC(=O)c1ccc(Cl)cc1NC(=O)Nc1nnc(N(C)Cc2ccccc2)s1	4%	-9%	1%	3%	10%	-3%	0%
CCOc1ccc(S(=O)(=O)NCC(c2ccc(N(C)C)cc2)N2CCc3ccccc32)cc1 (configuration not stated)	-17%	-17%	6%	-2%	1%	0%	-2%
O=C(O)Cc1sc(Nc2ccccc2Cl)nc1-c1ccccc1	?	-3%	?	5%	-16%	-2%	-2%
COc1ccc(-c2noc(CSCC(=O)Nc3cccc(C(F)(F)F)c3)n2)cc1OC	-14%	-7%	-3%	-7%	5%	0%	-1%
CC1CCc2nc3ncn(Cc4ccccc4F)c(=O)c3cc2C1 (configuration not stated)	-14%	-11%	-11%	-3%	2%	0%	-4%
COc1ccccc1N1CCN(C(=O)C2CCN(S(=O)(=O)c3cccs3)CC2)CC1	-10%	-5%	-24%	1%	0%	1%	-1%
CCc1nn(CC(=O)NCCCN(CC(C)C)CC(C)C)c(=O)c2cc3sc(C)cc3n12	1%	-10%	-2%	5%	12%	0%	1%
O=C(Cn1nc2c(cc1=O)CCCC2)NCc1ccc(Cl)cc1	15%	5%	18%	1%	13%	0%	-4%
O=C(CCn1nc(-c2ccccc2)c2ccccc2c1=O)Nc1ccccc1	-13%	-15%	3%	1%	14%	0%	-2%
CCCCN(CCCC)CCNC(=O)CN1C(=O)CSc2ccc(S(=O)(=O)N3CCCCC3)cc21	-4%	-9%	0%	-1%	?	3%	0%
CCc1ccc(-c2nn(CC(=O)NCc3ccccc3)c3c2cnc2ccc(C)cc23)cc1	-5%	-1%	2%	1%	-5%	-1%	0%
O=C(CS(=O)(=O)c1cccc2nsnc12)NCc1ccc(Cl)cc1	18%	-24%	1%	2%	-5%	-1%	2%
COc1cccc2c1Oc1ncccc1N(C(=O)CCC(=O)NC(C)C)C2	-17%	3%	9%	-7%	4%	-1%	-3%
O=C(CSc1nccn1Cc1ccco1)Nc1cc(C(F)(F)F)ccc1Cl	-5%	-20%	-1%	3%	7%	0%	-6%
CC(=O)Nc1cc(-c2nc3cc(Cl)ccc3o2)ccc1C	-14%	3%	-8%	-6%	8%	-1%	-7%
CC(CNC(=O)c1ccc(Nc2nc3ccccc3n3nnnc23)cc1)c1ccccc1 (configuration not stated)	-10%	-8%	-4%	-5%	15%	-1%	4%
COc1ccc(N(Cc2cccs2)C(=O)c2ccccc2C)cc1	?	-24%	2%	1%	-2%	-4%	-3%

Of the compounds above, these contain two or more sulfur atoms.
SMILES	p53null 39C tox	FH mod	p53null 32C kill	GALK inh	NTMT1 inhibitor	B2AR arrestin ag	TSG101-PTAP inh
COC(=O)CN1C(=O)CSc2ccc(S(=O)(=O)Nc3cccc(C)c3)cc21	0%	nt	-2%	1%	nt	1%	2%
COc1ccccc1N1CCN(S(=O)(=O)c2ccc(-c3cc(C(F)(F)F)on3)s2)CC1	0%	-15%	-7%	0%	10%	0%	-1%
COc1ccccc1N1CCN(C(=O)C2CCN(S(=O)(=O)c3cccs3)CC2)CC1	-10%	-5%	-24%	1%	0%	1%	-1%
CCCCN(CCCC)CCNC(=O)CN1C(=O)CSc2ccc(S(=O)(=O)N3CCCCC3)cc21	-4%	-9%	0%	-1%	?	3%	0%
O=C(CS(=O)(=O)c1cccc2nsnc12)NCc1ccc(Cl)cc1	18%	-24%	1%	2%	-5%	-1%	2%

Other compounds follow.
SMILES	p53null 39C tox	FH mod	p53null 32C kill	GALK inh	NTMT1 inhibitor	B2AR arrestin ag	TSG101-PTAP inh
COc1ccc(OC)c(-c2cc(C(=O)NCCc3ccccc3)c3c(-c4ccc(C)cc4)[nH]nc3n2)c1	19%	?	7%	-4%	1%	0%	-3%
CCc1ccccc1NC(=O)c1cnn(-c2ccc(F)cc2)c1C1CCNCC1	-4%	-6%	-8%	1%	-6%	-1%	-3%
CCc1c(C)c2ccc(O)c(CN3CCN(c4ccc(F)cc4)CC3)c2oc1=O	-15%	nt	-1%	-1%	nt	-3%	-3%
COc1ccccc1N1CCN(c2csc3ccccc3c2=O)CC1	-9%	11%	-15%	1%	-26%	-1%	0%
COCCNC(=O)CCCN1C(=O)CCn2nc(-c3cccn3C)cc21	?	-3%	4%	2%	7%	0%	-3%
Cc1ccc(NS(=O)(=O)c2ccc3oc(=O)c4ncn(C)c4c3c2)cc1C	?	-4%	-26%	2%	-12%	1%	0%
Oc1c(C(Nc2ccccn2)c2ccccc2F)ccc2cccnc12 (configuration not stated)	4µM*	-9%	?	2%	10%	0%	-4%
O=C(Cn1c(=O)n(-c2ccccc2Cl)c(=O)c2sc3ccccc3c21)NC1CCCCC1	-9%	-18%	-3%	6%	-2%	-2%	2%
COc1cc(Cl)c(C)cc1NC(=O)CSc1nc2c(c(=O)[nH]1)CCC2	13%	?	8%	-12%	23%	-3%	1%
CCOC(=O)C(CC)Sc1ncnc2c1c(-c1ccccc1)cn2-c1ccc(OC)cc1 (configuration not stated)	34%[activator]	-16%	3%	1%	4%	-1%	0%
COC(=O)c1ccc2c(c1)N(Cc1cc(C)ccc1C)C(=O)c1ccccc1S2(=O)=O	7%	-9%	-3%	4%	2%	-1%	-4%
CCOc1ccc(NC(=O)Nc2c(C)n(C)n(-c3ccccc3)c2=O)cc1	-10%	-6%	-5%	2%	-3%	0%	-8%

An excerpt from above in order of length of the SMILES, ascending.
SMILES	p53null 39C tox	FH mod	p53null 32C kill	GALK inh	NTMT1 inhibitor	B2AR arrestin ag	TSG101-PTAP inh
COc1ccccc1N1CCN(c2csc3ccccc3c2=O)CC1	-9%	11%	-15%	1%	-26%	-1%	0%
CCc1ccccc1NC(=O)c1cnn(-c2ccc(F)cc2)c1C1CCNCC1	-4%	-6%	-8%	1%	-6%	-1%	-3%
CCOc1ccc(NC(=O)Nc2c(C)n(C)n(-c3ccccc3)c2=O)cc1	-10%	-6%	-5%	2%	-3%	0%	-8%
CCc1c(C)c2ccc(O)c(CN3CCN(c4ccc(F)cc4)CC3)c2oc1=O	-15%	nt	-1%	-1%	nt	-3%	-3%
CCOC(=O)C(CC)Sc1ncnc2c1c(-c1ccccc1)cn2-c1ccc(OC)cc1 (configuration not stated)	34%[activator]	-16%	3%	1%	4%	-1%	0%

Remaining list, next part
SMILES	p53null 39C tox	FH mod	p53null 32C kill	GALK inh	NTMT1 inhibitor	B2AR arrestin ag	TSG101-PTAP inh
COc1ccc(NC(=O)Cn2c(=O)n(Cc3nc(-c4ccccc4)no3)c(=O)c3cc4c(cc32)OCO4)c(OC)c1	-4%	-12%	5%	-1%	-3%	0%	0%
COc1cc(OC)cc(-c2nc3nc(C)c(CCC(=O)Nc4ccc(Cl)cc4)c(C)n3n2)c1	-9%	-10%	1%	0%	14%	1%	-2%
CCOc1ccc(S(=O)(=O)N2CCN(c3ccc(C)cc3C)CC2)c2ccccc12	-6%	-13%	3%	9%	-3%	1%	-2%
O=C(Nc1ccc(Br)cc1)c1cc(S(=O)(=O)NC2CCCC2)ccc1F	?	?	15%	-1%	9%	1%	-5%
CCC(Oc1ccc(F)cc1)C(=O)Nc1nc2c(s1)CCCC2 (configuration not stated)	37%[activator]	-32%	25%	5%	6%	-4%	-2%
COc1ccccc1NC(=O)C(=O)NCCc1csc(-c2cccc(F)c2)n1	-6%	-21%	5%	1%	13%	-1%	-4%
COc1ccc(CC(=O)Nc2cc(-c3cn4cccnc4n3)ccc2OC)cc1	-5%	-2%	?	3%	-30%	-1%	-5%

A portion of the library (hit frequency here may not be typical).
